Compound activity deposited in PubChem BioAssay by several laboratories.
Furin inhibitor – human furin inhibitors, primary screen, biochemical, fluorescence intensity; purified furin, fluorogenic substrate cleavage; 0.061% of 220,000 active; P09958; inhibition, % at 30 µM; AID 463115, 2010; in the data active = inhibition above about 25%; also: inactives centre near -15
TRPML3 ag – human TRPML3 channel agonists, primary screen, cell-based, HEK293 TRPML3-YFP, Fluo-8 calcium fluorescence, 3 µM; 0.29% of 220,000 active; Mucolipin-3 (Homo sapiens), Q8TDD5; activation, % at 3 µM; 100% = the carbachol control signal;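 active = activation above its plate's cutoff, the mean activation of the plate's test wells plus 3 SD, cut at about 12% in these data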;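 also: 0% = DMSO only wells and 100% = carbachol wells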
Target sequence (Q8TDD5 whole entry, looked up): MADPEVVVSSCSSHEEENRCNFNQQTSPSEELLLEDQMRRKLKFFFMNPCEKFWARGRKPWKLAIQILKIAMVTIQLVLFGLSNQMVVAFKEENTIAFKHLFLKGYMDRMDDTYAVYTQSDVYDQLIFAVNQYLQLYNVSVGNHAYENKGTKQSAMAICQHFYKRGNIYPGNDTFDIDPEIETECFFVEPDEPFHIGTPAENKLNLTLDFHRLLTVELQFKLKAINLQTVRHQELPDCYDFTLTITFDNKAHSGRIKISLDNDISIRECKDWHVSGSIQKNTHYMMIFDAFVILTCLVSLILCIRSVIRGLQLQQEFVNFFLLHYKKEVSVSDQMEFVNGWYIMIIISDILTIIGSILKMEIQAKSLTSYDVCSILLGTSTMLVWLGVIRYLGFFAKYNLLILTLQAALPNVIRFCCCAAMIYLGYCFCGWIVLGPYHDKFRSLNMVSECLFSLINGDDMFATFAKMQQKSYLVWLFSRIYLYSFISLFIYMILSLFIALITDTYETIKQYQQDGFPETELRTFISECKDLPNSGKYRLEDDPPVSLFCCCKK
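Test system: HEK293 cells stably carrying human TRPML3-YFP; Doses: single dose, 3 µM final nominal compound, 0.3% DMSO final; Schedule: dye loading 1 h 37 °C then 30 min ambient, 125 s read; Technique: Fluo-8 calcium fluorescence; Benchmarks: high control carbachol 87 µM, low control DMSO.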
EBV gp42 inh – Epstein-Barr virus gp42 inhibitors, primary screen, biochemical, uHTS, fluorescence polarization; inhibition, % (tested at 21.74 µM); 0.42% of 220,000 active; Fluorescence polarization binding assay, mP read-out; in the data active = inhibition above about 50%
Target sequence (Q1HVG2 whole entry, looked up): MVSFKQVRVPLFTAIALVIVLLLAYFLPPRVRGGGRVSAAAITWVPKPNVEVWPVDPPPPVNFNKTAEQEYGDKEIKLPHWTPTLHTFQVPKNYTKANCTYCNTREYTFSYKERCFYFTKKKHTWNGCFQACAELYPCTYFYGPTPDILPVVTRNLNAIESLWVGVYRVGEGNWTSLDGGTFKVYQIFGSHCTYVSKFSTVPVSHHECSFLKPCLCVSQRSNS
Calpain2 inh – inhibitors of pig calpain II, primary screen, biochemical, fluorogenic peptide substrate, 1536-well. purified calpain II, 30 min. inhibition, % at 16 µM. 0.37% of 220,000 active. AID 1236, 2008;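 active = inhibition above about 50%, limit read from the data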
TbHK1 inh – Trypanosoma brucei hexokinase 1 inhibitors, primary screen, biochemical, G6PDH-coupled NADH absorbance, MLSCN library; 0.11% of 220,000 active; hexokinase 1 [Trypanosoma brucei]; recombinant TbHK1, G6PDH-coupled NADH A340; inhibition, % at 10 µM; AID 1430, 2008;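 active = inhibition of 50% or more in the single-dose primary screen; inactive = inhibition below 50%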
Cl transport mod – KCC2 cotransporter modulators, thallium flux, primary screen, cell-based, HEK293 KCC2, FluoZin-2 fluorescence, MLSMR. Solute carrier family 12 member 5 (Homo sapiens), Q9H2X9. KCC2 cells, thallium flux FluoZin-2 fluorescence. B-score of Tl+ flux slope (higher = more flux/activation; lower = inhibition) at 10 µM. 2.2% of 190,000 active;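 active = thallium flux slope and its plate-corrected score both differing from the plate sample mean at a set confidence after two filtering rounds, in either direction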;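 also: slope of fluorescence scaled to starting intensity during 10 to 20 s after thallium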
Thrombin inh – human alpha-thrombin inhibitors, primary screen, counter-screen for coagulation protease inhibitor project, biochemical, 1536-well, fluorogenic AMC substrate. Prothrombin (Homo sapiens), P00734. Boc-VPR-AMC fluorogenic substrate cleavage. inhibition, % at 5 µM. 0.26% of 220,000 active;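 active = inhibition at or above 40%; inactive = inhibition below 40%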;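 also: 0% = enzyme with no compound and 100% = wells without enzyme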
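Material: human alpha-thrombin protein; Also added: Boc-VPR-AMC substrate, 15 µM final; Timing: enzyme reaction carried out at room temperature; Signal: fluorescence, ex 355 nm, em 460 nm; Measure: % inhibition of thrombin; Controls: enzyme without compound as high, wells lacking enzyme as low.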
zfTRPN1 agonist – zebrafish TRPN1 channel agonists, primary screen, cell-based, HEK293, calcium fluorescence; 0.18% of 220,000 active; activation, % at 3 µM; AID 1424, 2008; transient receptor potential cation channel N1 (TRPN1/NompC), Danio rerio; HEK293 zebrafish TRPN1-YFP, Fluo-8 calcium fluorescence; 100% = response to 87 µM carbachol;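 active = activation above its plate's cutoff, the mean activation of test wells on that plate plus 3 SD, cut at about 19% in these data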;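 also: 0% = DMSO alone and 100% = 87 µM carbachol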
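System: zebrafish TRPN1-YFP in HEK293 cells / Dosing: 3 µM single point / Timing: dye loading 1 h at 37 °C, then 30 min room temperature / Signal: Fluo-8 calcium fluorescence, excitation 470-495 nm, emission 515-575 nm / Read-out basis: percent activation from peak over basal fluorescence ratio, control-normalized / Control set: high carbachol 87 µM, low DMSO alone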
PPC-1+TRAIL kill – compounds killing PPC-1 cancer cells with TRAIL present, primary screen, TRAIL potentiator project, ATPLite luminescence, uHTS; PPC-1 cells + TRAIL, ATPLite viability luminescence; cell killing (% activity), % at 4 µM; 0.41% of 220,000 active; AID 1443, 2008;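 active = cell killing above 50% in the first pass at 4 µM, then a duplicate retest at 5 µM averaging 50% or more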;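 also: plate controls were cells with TRAIL plus DMSO for no effect and medium-only wells lacking cells for full effect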
* hit, by the source's call; & = joins results of further samples; [ ] = remark or other dose. No enrichment for hits; about 3.6% have a hit in one of these screens.

Screening O=C(CCCN1CC=C(n2c(=O)[nH]c3ccccc32)CC1)c1ccc(F)cc1 returned Furin inhibitor -16, TRPML3 ag 0.7&1.0, EBV gp42 inh -6&-9, Calpain2 inh 7&13, TbHK1 inh 1, Cl transport mod -1.6&-0.56, Thrombin inh -1, zfTRPN1 agonist 1.2&1.2 and PPC-1+TRAIL kill 13&10.
COc1ccc(OC)c(NC(=S)N(CCc2c(C)[nH]c3ccccc23)Cc2cccs2)c1 was read as Furin inhibitor -5, TRPML3 ag 0.3, EBV gp42 inh -15, Calpain2 inh -27, TbHK1 inh -15, Cl transport mod -0.21, Thrombin inh 4, zfTRPN1 agonist -0.5 and PPC-1+TRAIL kill 21.
For Cc1ccc(NCCC(=O)c2ccc(Cl)cc2)cc1C the results were Furin inhibitor -11, TRPML3 ag 0.1, EBV gp42 inh 5, Calpain2 inh 21, TbHK1 inh -1, Cl transport mod -0.58, Thrombin inh 8, zfTRPN1 agonist -0.1 and PPC-1+TRAIL kill 6.
Screening Cc1ccc(CNC(=O)C(=O)NCC2OCCN2S(=O)(=O)c2ccc3c(c2)OCCO3)cc1 (centres undefined) returned Furin inhibitor -23, TRPML3 ag 0.1, EBV gp42 inh -17, Calpain2 inh 15, TbHK1 inh -3, Cl transport mod 0.34, Thrombin inh -1, zfTRPN1 agonist -0.2 and PPC-1+TRAIL kill -12.
Screening Clc1cccc(CSC2=NCCCN2)c1 returned Furin inhibitor -18[20 µM], TRPML3 ag 0.3, EBV gp42 inh -10, Calpain2 inh -11, TbHK1 inh 13, Cl transport mod -1.3, Thrombin inh -1, zfTRPN1 agonist 0.9 and PPC-1+TRAIL kill -1.
CNC(=O)COC(=O)c1ccc(Cl)c(S(=O)(=O)N2CCCC2)c1 was read as Furin inhibitor -28, TRPML3 ag 0.9, EBV gp42 inh -7, Calpain2 inh -25, TbHK1 inh -2, Cl transport mod 0.75, zfTRPN1 agonist 0.4 and PPC-1+TRAIL kill 2.
For O=S(=O)(NCC1CCCO1)c1ccc(-c2ccc(Cl)cc2)cc1 (centres undefined) the results were Furin inhibitor -17, TRPML3 ag 2.2, EBV gp42 inh -11, Calpain2 inh 10, TbHK1 inh -3, Cl transport mod -0.57, Thrombin inh -1, zfTRPN1 agonist 3.9 and PPC-1+TRAIL kill 21.
`Cc1onc(-c2ccccc2Cl)c1C(=O)OCC(=O)c1c(N)n(C)c(=O)n(C)c1=O` gave Furin inhibitor -27, TRPML3 ag 0.6, EBV gp42 inh -4, Calpain2 inh -18, TbHK1 inh -2, Cl transport mod -2.6, Thrombin inh -3, zfTRPN1 agonist 2.9 and PPC-1+TRAIL kill 3.
`COc1ccc(Cc2noc(CN(C)Cc3ccc(-n4cccn4)cc3)n2)cc1OC` gave Furin inhibitor -30, TRPML3 ag 3.9, EBV gp42 inh -7, Calpain2 inh -24, TbHK1 inh -6, Cl transport mod -0.15, Thrombin inh -8, zfTRPN1 agonist 2.6 and PPC-1+TRAIL kill 2.
Cc1c(C(=O)O)cccc1-n1c(C)cc(C=O)c1C was read as Furin inhibitor -9, TRPML3 ag 1.0, EBV gp42 inh 3, Calpain2 inh 31, TbHK1 inh 8, Cl transport mod -0.58, Thrombin inh -10, zfTRPN1 agonist 0.5 and PPC-1+TRAIL kill 13.
For Cc1nnc(NC(=O)c2sc3ccccc3c2Cl)s1 the results were Furin inhibitor -16, TRPML3 ag -0.2, EBV gp42 inh -19, Calpain2 inh -33, TbHK1 inh -17, Cl transport mod 0.075, Thrombin inh -10, zfTRPN1 agonist -0.3 and PPC-1+TRAIL kill 81*[5 µM].
CCCCc1ccc(NC(=O)N[C@H](C(=O)O)C(C)CC)cc1 (some centres undefined) was read as Furin inhibitor -19[20 µM], TRPML3 ag 0.2, EBV gp42 inh -27, Calpain2 inh 3, TbHK1 inh 5, Cl transport mod 1.6, Thrombin inh -3, zfTRPN1 agonist -1.0 and PPC-1+TRAIL kill -2.
`Cc1onc(-c2ccccc2Cl)c1C(=O)N1C=CC(C(F)(F)Cl)=NCC1` gave Furin inhibitor -13[20 µM], TRPML3 ag 0.7, EBV gp42 inh -12, Calpain2 inh 0, TbHK1 inh -21, Cl transport mod 0.48, Thrombin inh 0, zfTRPN1 agonist 0.9 and PPC-1+TRAIL kill 7.
For CCN(CC)S(=O)(=O)c1cccc(-c2nnc(SCC(=O)NCCC3=CCCCC3)n2N)c1 the results were Furin inhibitor -31, TRPML3 ag -0.6, EBV gp42 inh -18, Calpain2 inh 12, TbHK1 inh -1, Thrombin inh 1, zfTRPN1 agonist 2.4 and PPC-1+TRAIL kill -17.
For O=C(OCCN1C(=O)c2ccccc2C1=O)c1cccs1 the results were Furin inhibitor -17, TRPML3 ag 0.4, EBV gp42 inh -5, Calpain2 inh 21, TbHK1 inh -2, Thrombin inh 3, zfTRPN1 agonist -0.3 and PPC-1+TRAIL kill 12.

The list goes on, overlapping the part above by 3 compounds.
`Cc1onc(-c2ccccc2Cl)c1C(=O)N1C=CC(C(F)(F)Cl)=NCC1` gave Furin inhibitor -13[20 µM], TRPML3 ag 0.7, EBV gp42 inh -12, Calpain2 inh 0, TbHK1 inh -21, Cl transport mod 0.48, Thrombin inh 0, zfTRPN1 agonist 0.9 and PPC-1+TRAIL kill 7.
For CCN(CC)S(=O)(=O)c1cccc(-c2nnc(SCC(=O)NCCC3=CCCCC3)n2N)c1 the results were Furin inhibitor -31, TRPML3 ag -0.6, EBV gp42 inh -18, Calpain2 inh 12, TbHK1 inh -1, Thrombin inh 1, zfTRPN1 agonist 2.4 and PPC-1+TRAIL kill -17.
For O=C(OCCN1C(=O)c2ccccc2C1=O)c1cccs1 the results were Furin inhibitor -17, TRPML3 ag 0.4, EBV gp42 inh -5, Calpain2 inh 21, TbHK1 inh -2, Thrombin inh 3, zfTRPN1 agonist -0.3 and PPC-1+TRAIL kill 12.
Screening CCCn1c(SCN2C(=O)c3ccccc3C2=O)nc2cc(Cl)ccc2c1=O returned Furin inhibitor -39, TRPML3 ag 0.3, EBV gp42 inh 0, Calpain2 inh 10, TbHK1 inh -3, Cl transport mod 106*, Thrombin inh 2, zfTRPN1 agonist 0.9 and PPC-1+TRAIL kill 8.
`O=c1c(Br)c(N2CCOCC2)cnn1-c1ccccc1` gave Furin inhibitor -30, TRPML3 ag 1.0, EBV gp42 inh 5, Calpain2 inh 0, TbHK1 inh -24, Cl transport mod 0.098, Thrombin inh 1 and zfTRPN1 agonist 1.8.
CNc1ncnc2sc(-c3ccccc3)cc12 was read as Furin inhibitor -28, TRPML3 ag -0.5, EBV gp42 inh -27, Calpain2 inh -51, TbHK1 inh -23, Cl transport mod -0.98, Thrombin inh -4, zfTRPN1 agonist 0.3 and PPC-1+TRAIL kill 18.
`CC(C)N1CCN(Cc2ccc(C#CC(C)(C)O)s2)CC1CCO` (centres undefined) gave Furin inhibitor -19, TRPML3 ag 1.9, EBV gp42 inh 1, Calpain2 inh -22, TbHK1 inh -4, Cl transport mod 0.83, Thrombin inh -4, zfTRPN1 agonist 0.3 and PPC-1+TRAIL kill 2.
Screening COc1ccc(N2C(=O)[C@@H]3[C@H](C2=O)[C@H]2C=CC=NN2[C@@H]3C(=O)Nc2ccc(Cl)cc2)cc1 returned Furin inhibitor -5, TRPML3 ag 0.3, EBV gp42 inh -11, Calpain2 inh 0, TbHK1 inh -23, Cl transport mod 0.58, Thrombin inh -4, zfTRPN1 agonist 1.1 and PPC-1+TRAIL kill 21.
Screening COc1ccc(-n2cc(CN(C)Cc3n[nH]c(=O)[nH]3)c(-c3cccc(F)c3)n2)cc1 returned Furin inhibitor -15, TRPML3 ag 0.2, EBV gp42 inh -1, Calpain2 inh -67, TbHK1 inh -3, Cl transport mod -0.21, Thrombin inh -4, zfTRPN1 agonist 0.6 and PPC-1+TRAIL kill 30.
Screening N#C/C(=C\N1CCN(Cc2ccc3c(c2)OCO3)CC1)c1nc2ccccc2s1 returned Furin inhibitor 7, TRPML3 ag 1.8, EBV gp42 inh -93, Calpain2 inh -13, TbHK1 inh -35, Thrombin inh 2, zfTRPN1 agonist 2.2 and PPC-1+TRAIL kill -8.
CN1CCNC(=O)C1CC(=O)O (centres undefined) was read as Furin inhibitor -17, TRPML3 ag 0.0, EBV gp42 inh -13, Calpain2 inh -6, TbHK1 inh -5, Cl transport mod 0.25, Thrombin inh 2, zfTRPN1 agonist 0.7 and PPC-1+TRAIL kill 13.
For Oc1ccc(/C=N/Nc2ccnc3cc(Cl)ccc23)cc1O the results were Furin inhibitor -17, TRPML3 ag 0.9, EBV gp42 inh 10, Calpain2 inh 18, TbHK1 inh -5, Cl transport mod 0.08, Thrombin inh 0, zfTRPN1 agonist 0.6 and PPC-1+TRAIL kill 39.
`CCCn1c2c(c(O)c(C(=O)Nc3ccc(OCC)cc3)c1=O)CCCC2` gave Furin inhibitor -5, TRPML3 ag -0.6, EBV gp42 inh -16, Calpain2 inh -486, TbHK1 inh -13, Thrombin inh -3, zfTRPN1 agonist 0.2 and PPC-1+TRAIL kill 10.
`Cc1nc(CN(C)C(=O)c2cc(COc3c(F)cccc3F)on2)cs1` gave Furin inhibitor -23, TRPML3 ag 0.3, EBV gp42 inh -8, Calpain2 inh -21, TbHK1 inh -7, Cl transport mod -2.8, Thrombin inh -5, zfTRPN1 agonist 1.4 and PPC-1+TRAIL kill 6.
For CCOC(=O)C(=NC1CCS(=O)(=O)C1)NNc1cc(Cl)ccc1Cl (centres undefined) the results were Furin inhibitor -17, TRPML3 ag 0.3, EBV gp42 inh 1, Calpain2 inh -6, TbHK1 inh -27, Cl transport mod 0.64, Thrombin inh 3, zfTRPN1 agonist 0.0 and PPC-1+TRAIL kill 16.
For c1ccc(C(c2ccccc2)N2CCN(c3nc4ccccc4n4cnnc34)CC2)cc1 the results were Furin inhibitor -2[20 µM], TRPML3 ag 0.2, EBV gp42 inh -8, Calpain2 inh -107, TbHK1 inh -12, Cl transport mod -0.12, Thrombin inh 4, zfTRPN1 agonist -0.3 and PPC-1+TRAIL kill 12.
COc1cc(Cl)c(C)cc1NC(=O)CSc1ccccc1 was read as Furin inhibitor 7, TRPML3 ag -1.1, EBV gp42 inh 14, Calpain2 inh 34, TbHK1 inh 36, Cl transport mod -0.048, Thrombin inh -7, zfTRPN1 agonist -3.4 and PPC-1+TRAIL kill 8.
